APOBEC3A inh = APOBEC3A ssDNA deaminase inhibitors, primary screen, selectivity assay for APOBEC3G inhibitor project, biochemical, FAM/TAMRA oligo cleavage fluorescence | DNA dC->dU-editing enzyme APOBEC-3A (Homo sapiens), P31941 | AID 493011, 2011 | recombinant A3A, FAM/TAMRA ssDNA deamination fluorescence | 0.41% of 330,000 active | inhibition, % at 20 µM;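 active = at least 40% inhibition at 20 µM here, with at most 30% in a related deaminase screen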;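 note: plate controls were A3A with DMSO for no effect and wells lacking A3A enzyme for full effect; some results filed as inactive read as strong as hits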
Target sequence (P31941 whole entry, looked up): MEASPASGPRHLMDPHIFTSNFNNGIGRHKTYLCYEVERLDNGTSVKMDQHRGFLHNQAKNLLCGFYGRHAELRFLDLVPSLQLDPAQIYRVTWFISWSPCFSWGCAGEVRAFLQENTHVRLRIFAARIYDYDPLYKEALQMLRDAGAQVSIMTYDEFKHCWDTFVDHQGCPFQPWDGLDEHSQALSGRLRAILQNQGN
mIAP inh = inhibitors of mouse IAP, primary screen, biochemical, luminescence, uHTS; intestinal alkaline phosphatase [Mus musculus]; purified mouse IAP, CDP-Star luminescence, 30 min; inhibition, % at 10 µM; 0.2% of 330,000 active;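 active = inhibition of at least 40% at 10 µM in the primary screen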;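 note: plate controls were DMSO with enzyme for no effect and no enzyme wells for full effect; values of inactives mirror those of a sister screen read the other way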
hIAP activ = human IAP activators, primary screen, biochemical, luminescence, uHTS. 0.16% of 330,000 active. Intestinal-type alkaline phosphatase (Homo sapiens), P09923. activation factor at 10 µM. purified human IAP, CDP-Star luminescence, 30 min; active compounds read high; 1 = vehicle-only enzyme, 0 = enzyme-free background;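 active = activation factor of the enzyme at least 2-fold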; note: the source names both 10 and 20 µM as test concentration; values of inactives mirror those of a sister screen read the other way
MPTP block = mitochondrial permeability transition pore inhibitors, primary screen, biochemical, isolated mouse mitochondria, absorbance; inhibition, % at 10 µM; Ca2+ swelling absorbance, 30 min; AID 602449, 2012; 1.4% of 360,000 active;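 active = inhibition of 50% or more, scaled per plate between neutral and stimulator controls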;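 note: 0% = DMSO wells given calcium and 100% = 1 mM EGTA wells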
hIAP inh = human IAP inhibitors, primary screen, biochemical, luminescence, uHTS; Intestinal-type alkaline phosphatase (Homo sapiens), P09923; purified IAP, CDP-Star luminescence, 30 min; inhibition, % at 10 µM; 0.12% of 330,000 active; AID 2544, 2010;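 active = inhibition reaching a set limit with compound at 10 µM in the primary screen, cut at about 35% in these data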;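 note: plate controls were DMSO wells with enzyme for no effect and no-enzyme buffer wells for full effect; values of inactives mirror those of a sister screen read the other way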
A3G deaminase = APOBEC3G DNA deaminase inhibitors, primary screen, biochemical, fluorescence, single-stranded DNA substrate, uHTS; DNA dC->dU-editing enzyme APOBEC-3G (Homo sapiens), Q9HC16; recombinant A3G, ssDNA deamination FAM/TAMRA fluorescence; inhibition, % at 20 µM; 0.28% of 330,000 active; AID 493012, 2011;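 active = inhibition of at least 40% at 20 µM, with no more than 30% in the related APOBEC3A deaminase screen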;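 note: plate controls were DMSO wells with A3G for no effect and wells lacking A3G enzyme for full effect; some compounds called inactive have numbers as strong as hits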
Target sequence (Q9HC16 whole entry, looked up): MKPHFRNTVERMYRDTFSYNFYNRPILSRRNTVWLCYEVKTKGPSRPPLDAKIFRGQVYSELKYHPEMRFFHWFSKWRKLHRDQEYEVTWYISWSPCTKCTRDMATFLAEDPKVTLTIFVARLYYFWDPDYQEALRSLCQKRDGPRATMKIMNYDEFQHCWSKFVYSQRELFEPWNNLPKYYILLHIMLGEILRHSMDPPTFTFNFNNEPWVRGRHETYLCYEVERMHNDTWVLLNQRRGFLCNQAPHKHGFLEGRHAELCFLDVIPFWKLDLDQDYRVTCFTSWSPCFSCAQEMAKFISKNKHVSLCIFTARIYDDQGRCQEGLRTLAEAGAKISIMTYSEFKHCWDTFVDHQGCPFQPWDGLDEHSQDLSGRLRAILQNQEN
MIN6 prolif = inducers of MIN6 beta-cell proliferation, primary screen, ATP luminescence, uHTS; 0.29% of 330,000 active; MIN6 cells proliferation, ATPlite luminescence, 48 h; cells starved in 0.2% serum; 100% = growth in 10% serum; proliferation, % at 10 µM;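 active = compounds whose signal lies at least 3.5 SD above the mean of all wells on their plate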;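 note: 0% = DMSO-treated cells in low-serum medium and 100% = 10% serum control; some compounds called inactive have numbers as strong as hits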
mIAP activ = activators of mouse IAP, primary screen, biochemical, luminescence, uHTS | muIAP, CDP-Star luminescence, 30 min; active compounds read high; 1 = vehicle-only enzyme signal, 0 = enzyme-free wells | 0.24% of 330,000 active | intestinal alkaline phosphatase [Mus musculus] | activation factor at 10 µM | AID 2805, 2010;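 active = activation factor of at least 2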; note: the source names both 10 and 20 µM as test concentration; values of inactives mirror those of a sister screen read the other way
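Assay system: mouse IAP enzyme; reagent: chemiluminescent substrate CDP-Star; dosing: test compounds delivered from DMSO solution; schedule: 30 min at room temperature; measured by: luminescence from enzymatic CDP-Star hydrolysis; controls: DMSO-only wells and no-enzyme negative control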
NR3A LBD binder = binders of NR3A ligand-binding domain, primary screen, biophysical, differential scanning fluorimetry, uHTS | Glutamate receptor ionotropic, NMDA 3A (GRIN3A) ligand-binding domain | NR3A LBD differential scanning fluorimetry, Tm shift; 0% = protein alone, 100% = glycine-bound protein | Tm shift relative to glycine control, % at 25 µM | 2.5% of 340,000 active | AID 1259313, 2017;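 active = melting temperature shift of at least 10% of the positive control shift, at one fixed dose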
Numbers without * were called inactive; x = no result given. Hits appear at their usual frequency (roughly 5% active in at least one column).

SMILES | APOBEC3A inh | mIAP inh | hIAP activ | MPTP block | hIAP inh | A3G deaminase | MIN6 prolif | mIAP activ | NR3A LBD binder
COc1ccc(C2C(C#N)=C(N)Oc3n[nH]c(C)c32)cc1CSc1ccccn1 (stereo not given) | 5 | -2 | 0.85 | 0.3 | 14 | -1 | 2 | 1 | -5
Cc1cc(N2CCCC2)nc2ccccc12 | 3 | -10 | 0.92 | -0.5 | 8 | -9 | 2 | 1.1 | 0
Cc1cnc(C(=O)Nc2ccc(S(=O)(=O)NCC(C)C)cc2)cn1 | -1 | 4 | 0.98 | 2.5 | 2 | -8 | 2 | 0.96 | 2
Cc1ccc(C(=O)Nc2nc(-c3ccco3)c(-c3ccco3)s2)o1 | 96 | 64* | 1.1 | -0.1 | -13 | 96 | -7 | 0.36 | -1
CCOC(=O)c1c(NC(=O)COC(=O)c2ccc(Cl)nc2)sc(C(=O)N(C)C)c1C | 1 | 2 | 0.99 | 0.4 | 0 | -4 | -2 | 0.98 | 0
CCCCOP(=O)(c1ccc(N(C)C)cc1)C(O)c1cccnc1 (stereo not given) | 4 | -4 | 0.85 | 0.9 | 15 | -3 | -1 | 1 | 3
CCOc1ccccc1N1CCN(CC(=O)c2c(N)n(C)c(=O)n(C)c2=O)CC1 | 0 | -1 | 1.1 | -0.6 | -5 | -6 | -2 | 1 | -1
Cc1cccc(C)c1N1CCN(c2nc(N(C)C)oc(=O)c2C#N)CC1 | 1 | -3 | 1.1 | 11 | -5 | 0 | -3 | 1 | 3
O=C(c1ccc2ccccc2c1)C1CCCN(C(=O)CN2C(=O)CSC2=O)C1 (stereo not given) | 2 | 10 | 1.3 | 0.1 | -28 | 3 | -4 | 0.9 | -1
CC(=O)n1c2ccccc2c2c1c1ccccc1n2C | 0 | -4 | 0.91 | -1.3 | 9 | -4 | 0 | 1 | 0
CCC(c1nnc(SCC(=O)N2CC3(C)CC2CC(C)(C)C3)o1)N(C)C (stereo not given) | -5 | 0 | 1.3 | 0.1 | -27 | -9 | -3 | 0.99 | 0
COC(=O)c1sccc1NC(=O)c1c(-c2ccccc2)noc1C | -1 | 13 | 1 | -1.3 | -3 | -2 | -2 | 0.87 | 0
COc1cc(NC(=O)c2ccc(C)c([N+](=O)[O-])c2)ccc1NC(=O)c1ccco1 | 4 | 1 | 1 | x | -1 | -10 | 0 | 0.99 | x
Cc1c(NC(=O)C(C)OC(=O)c2ccc(Br)o2)c(=O)n(-c2ccccc2)n1C (stereo not given) | -3 | -6 | 1.1 | 5.9 | -7 | -4 | -1 | 1.1 | 1
OCCCCCNc1ncnc2ccccc12 | -2 | -13 | 1.2 | 2.4 | -22 | -5 | -3 | 1.1 | -2

In another format: entries from further up.
SMILES,APOBEC3A inh,mIAP inh,hIAP activ,MPTP block,hIAP inh,A3G deaminase,MIN6 prolif,mIAP activ,NR3A LBD binder
O=C(c1ccc2ccccc2c1)C1CCCN(C(=O)CN2C(=O)CSC2=O)C1 (stereo not given),2,10,1.3,0.1,-28,3,-4,0.9,-1
Cc1cc(N2CCCC2)nc2ccccc12,3,-10,0.92,-0.5,8,-9,2,1.1,0

Further compounds.
SMILES | APOBEC3A inh | mIAP inh | hIAP activ | MPTP block | hIAP inh | A3G deaminase | MIN6 prolif | mIAP activ | NR3A LBD binder
Cc1cc(NC(=O)CNC(=O)C2CCCCC2)no1 | -2 | -4 | 1.1 | 0.5 | -13 | -2 | 0 | 1 | 1
COc1ccc(S(=O)(=O)Cc2ccc(C(=O)NCc3ccco3)o2)cc1 | 2 | 5 | 0.98 | 0.2 | 2 | -5 | 0 | 0.95 | -4
COc1ccc(-c2cc(-c3ccccc3)n[nH]2)c(O)c1 | -4 | 7 | 1.6 | 0.9 | -63 | -7 | 4 | 0.93 | 0
Cc1ccc(C)c(NC(=O)C2CCCN(S(=O)(=O)c3c(C)noc3/C=C/N(C)C)C2)c1 (stereo not given) | -6 | -10 | 1.3 | 0.1 | -30 | -5 | -4 | 1.1 | 0
COc1ccccc1CNC(=O)C1CCCN(c2cnccn2)C1 (stereo not given) | -3 | -6 | 1.2 | -0.4 | -16 | 0 | -3 | 1.1 | -2
Fc1ccccc1Nc1ncnc2c1nnn2Cc1ccccc1 | -4 | 4 | 1.1 | -0.7 | -12 | -8 | -1 | 0.96 | -1
O=C(CSc1ncn[nH]1)N1N=C(c2ccc(Cl)cc2)CC1c1ccco1 (stereo not given) | 0 | 8 | 1.1 | 0.5 | -15 | -5 | -3 | 0.92 | 0
CSc1nc(Oc2ccc(=O)[nH]n2)nc(N(C)C)n1 | 0 | 2 | 0.99 | 6.5 | 0 | -1 | -1 | 0.98 | 0
CN=C1SC(CC(=O)Nc2c(C)cccc2C)C(=O)N1/N=C/c1cccs1 (stereo not given) | -7 | 1 | 1 | -0.7 | -5 | -9 | 0 | 0.99 | 5
Cc1noc2ncc(C(=O)c3cc(F)ccc3O)cc12 | 1 | 9 | 0.95 | -2.3 | 5 | 12 | -2 | 0.91 | -17
CCCCN1C(=S)SC(C)(C)C1/[N+]([O-])=C/c1ccc(S(=O)(=O)NC)cc1 (stereo not given) | -3 | -3 | 1 | -0.3 | -2 | -6 | 5 | 1 | 2
O=C(CN1C(=O)NC2(CCCCCC2)C1=O)c1ccc(OC(F)F)cc1OC(F)F | -5 | 10 | 0.87 | -0.3 | 13 | -8 | -4 | 0.9 | 0
COC(=O)c1[nH]c2ccccc2c1NC(=O)C(C)N1CCN(C(=O)c2ccco2)CC1 (stereo not given) | 3 | -1 | 0.92 | -1.3 | 8 | -1 | 1 | 1 | 1
CCC(=O)N1CCN(c2ccc(NC(=O)c3ccc(C#N)cc3F)cc2Cl)CC1 | 6 | 7 | 1 | 1.9 | 0 | -1 | 0 | 0.93 | -2
CC1=C(C(=O)O)N2C(=O)C(NC(=O)c3ccc(F)cc3)C2SC1 (stereo not given) | -6 | 12 | 0.96 | -0.9 | 4 | -8 | -1 | 0.88 | -1
N/C(=N\OC(=O)c1cccc2ccccc12)c1ccncc1 | -1 | 8 | 0.81 | 0.0 | 19 | 1 | 2 | 0.92 | 0
CC(=O)Nc1cccc(/C(C)=N/NS(=O)(=O)c2ccccc2)c1 | -5 | 4 | 0.95 | -0.6 | 5 | -8 | 1 | 0.96 | 0
Cc1ccc(N/C=C/C(=O)c2ccco2)c(O)c1 | 1 | 15 | 2.2* | 3.4 | -116 | -5 | -2 | 0.85 | -2
Cc1cccc(N2CCN(C(=O)c3cccc(N4C(=O)C5C6C=CC(C6)C5C4=O)c3)CC2)c1C (stereo not given) | -4 | 1 | 1 | 0.0 | -2 | -6 | -4 | 0.99 | -4
CC(C)NC(=O)CSc1nnc(-c2ccc(F)cc2)c2ccccc12 | -3 | 3 | 0.82 | -0.2 | 18 | -9 | -2 | 0.97 | -16
CCOC(=O)c1c(NC(=O)CSc2nnc(-c3ccc(OC)cc3)o2)sc2c1CCC2 | -3 | 0 | 1 | -2.4 | -4 | -2 | -5 | 1 | 0
C=CCn1c(COc2ccccc2F)nnc1SCC(=O)NC(=O)NCc1ccco1 | 24 | 4 | 1.1 | 0.5 | -6 | 17 | -1 | 0.96 | 1
O=C(COC(=O)C1(c2cccc(F)c2)CCCC1)NCc1cccs1 | 1 | -4 | 1.1 | -1.7 | -5 | -11 | 0 | 1 | -1
COc1ccc(/C=N/NC(=O)Cc2n[nH]c(=O)[nH]c2=O)cc1 | -5 | -7 | 0.99 | 0.4 | 1 | -7 | -4 | 1.1 | -1
CC(=O)C(C)n1cnc2scc(-c3ccc(C)cc3)c2c1=O (stereo not given) | 2 | -6 | 0.96 | -0.2 | 4 | -3 | -1 | 1.1 | 0
CCOC(=O)CSC1=N/C(=C\c2ccc(OC)c(OC)c2)C(=O)N1C | -5 | 9 | 1.1 | 0.4 | -7 | -8 | -1 | 0.91 | -3
Cc1ccc(C(=O)OCC(=O)NCCc2ccccc2)cc1C | -5 | -14 | 0.98 | -1.8 | 2 | -1 | 0 | 1.1 | 2
Cc1cc(CN2C(=O)c3ccccc3C2=O)cc(N2CCOCC2)c1 | 2 | 5 | 0.78 | 1.8 | 22 | 0 | 3 | 0.95 | -1
C#CCOCCOCCOCCNc1nc(N2CCN(C(=O)C([C@@H](C)CC)n3cc(C(N)Cc4ccc(O)cc4)nn3)CC2)nc(N2CCN(C(=O)[C@H](CCC(=O)O)n3cc(C(N)CC(C)C)nn3)CC2)n1 (stereo not given in full) | 0 | 0 | 0.93 | -1.1 | 7 | 3 | -1 | 1 | -4
COCCn1nnnc1C(c1ccccc1)N1CCN(Cc2ccc3c(c2)OCO3)CC1 (stereo not given) | -7 | -6 | 1.1 | -2.4 | -7 | -3 | -2 | 1.1 | 3
O=C(N/N=C/c1ccc(O)c(Br)c1)c1cc2c(ccc3ccccc32)o1 | -3 | 10 | 1.1 | 1.0 | -13 | -9 | -4 | 0.9 | 35*
Cc1ccc(C(=O)OC(C)C(=O)Nc2ccc(S(N)(=O)=O)cc2)cc1S(=O)(=O)N1CCOCC1 (stereo not given) | 2 | -7 | 1 | -0.4 | -2 | 3 | -3 | 1.1 | 2
Cn1c(N)c(C(=O)COC(=O)c2cccc(S(=O)(=O)NCc3ccccc3)c2)c(=O)n(C)c1=O | 0 | -5 | 1 | -1.2 | 0 | -4 | 0 | 1 | -5
O=C(Oc1ccc2ccc(=O)oc2c1)c1ccccc1 | -5 | -6 | 0.85 | -0.8 | 15 | -5 | -1 | 1.1 | -1
Cc1cc(C)c(OCC(=O)OCC(=O)NC2CCCCCCC2)c(C)c1 | 3 | -3 | 0.98 | -0.3 | 2 | -4 | -1 | 1 | 3
CCc1ccc2[nH]c(O)c(N=NC3=NC(=O)CS3)c2c1 | 3 | 19 | 1.2 | 0.6 | -19 | -3 | -1 | 0.81 | -5
CCCCCN(C(=O)CCC(=O)OCCOc1ccccc1)c1c(N)n(CCCC)c(=O)[nH]c1=O | -2 | -4 | 0.92 | -1.1 | 8 | -12 | 0 | 1 | -3
CC1CC(NC2=NCCS2)CC(C)(C)C1 (stereo not given) | -1 | 13 | 1 | -0.5 | -2 | 0 | -3 | 0.87 | 1
Cc1cc(Cl)c2oc(C(=O)NCCN3CCOC3=O)c(C)c2c1 | -5 | 5 | 0.87 | -1.4 | 13 | -9 | 5 | 0.95 | 1
CC[N+](CC)(CC)C/C=C/CN1CCCCC1 | 2 | 4 | 1.1 | 1.0 | -8 | 1 | -2 | 0.96 | -2
CC1(C)NC(C)(C)/C(=C\c2cccs2)C(=O)C1=O | -5 | -4 | 1.1 | -0.4 | -13 | -6 | -3 | 1 | 0
